Bioassay records (PubChem)
CHRM4 antagonist = antagonists of human muscarinic M4 receptor (CHRM4); AID 624125; P08173; CHO-hM4 cells, ACh EC80, Fluo-8 calcium fluorescence; 360,000 tested, 0.73% active; inhibition, % at 3 µM;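 active = inhibition above its plate's cutoff, the mean inhibition of sample wells plus 3 SD, cut at about 27% in these data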;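 also: 0% = acetylcholine EC80 with DMSO and 100% = DMSO without agonist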
Target sequence (P08173 whole entry, looked up): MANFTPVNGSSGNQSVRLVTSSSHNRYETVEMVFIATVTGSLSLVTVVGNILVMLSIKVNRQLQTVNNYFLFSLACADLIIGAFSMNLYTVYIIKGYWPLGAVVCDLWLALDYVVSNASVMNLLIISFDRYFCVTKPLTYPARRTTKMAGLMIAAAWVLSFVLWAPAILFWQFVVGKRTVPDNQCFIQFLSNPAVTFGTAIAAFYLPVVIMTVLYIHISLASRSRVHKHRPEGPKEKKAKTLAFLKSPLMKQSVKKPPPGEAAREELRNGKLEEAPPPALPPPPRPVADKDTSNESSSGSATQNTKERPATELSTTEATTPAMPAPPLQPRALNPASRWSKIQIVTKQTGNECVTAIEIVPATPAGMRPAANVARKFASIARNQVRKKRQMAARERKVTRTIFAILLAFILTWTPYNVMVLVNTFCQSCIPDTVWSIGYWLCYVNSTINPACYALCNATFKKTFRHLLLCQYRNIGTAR
CRFBP-R2 block = blocks CRF-induced signaling of the CRF-BP/CRF-R2 complex. HEK293 CRF-R2/CRF-BP, CRF-induced calcium fluorescence. inhibition, % at 11.8 µM. 350,000 tested, 0.59% active;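 active = inhibition of the ligand-induced calcium signal above about 50% at the single tested concentration, limit read from the data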
CHRM4 PAM = positive allosteric modulators of human muscarinic M4 receptor; CHO-K1 hM4/Gqi5, Fluo-8 calcium fluorescence, ACh EC20; 0% = ACh EC20, 100% = maximal ACh; activation, % at 3 µM; 360,000 tested, 0.4% active; AID 624126;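 active = activation above its plate's cutoff, the mean activation of sample wells plus 3 SD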; also: some results filed as inactive read as strong as hits
M5 antag = CHRM5 antagonism in calcium assay. 360,000 tested, 0.59% active. inhibition, % at 3 µM. AID 624040. CHO-hM5 cells, Fluo-8 calcium fluorescence, ACh EC80;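 active = inhibition above a per-plate cutoff, the mean of that plate's test compounds plus 3 SD, cut at about 27% in these data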;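 also: 0% = acetylcholine EC80 with DMSO and 100% = DMSO without agonist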
Target sequence (P08912 whole entry, looked up): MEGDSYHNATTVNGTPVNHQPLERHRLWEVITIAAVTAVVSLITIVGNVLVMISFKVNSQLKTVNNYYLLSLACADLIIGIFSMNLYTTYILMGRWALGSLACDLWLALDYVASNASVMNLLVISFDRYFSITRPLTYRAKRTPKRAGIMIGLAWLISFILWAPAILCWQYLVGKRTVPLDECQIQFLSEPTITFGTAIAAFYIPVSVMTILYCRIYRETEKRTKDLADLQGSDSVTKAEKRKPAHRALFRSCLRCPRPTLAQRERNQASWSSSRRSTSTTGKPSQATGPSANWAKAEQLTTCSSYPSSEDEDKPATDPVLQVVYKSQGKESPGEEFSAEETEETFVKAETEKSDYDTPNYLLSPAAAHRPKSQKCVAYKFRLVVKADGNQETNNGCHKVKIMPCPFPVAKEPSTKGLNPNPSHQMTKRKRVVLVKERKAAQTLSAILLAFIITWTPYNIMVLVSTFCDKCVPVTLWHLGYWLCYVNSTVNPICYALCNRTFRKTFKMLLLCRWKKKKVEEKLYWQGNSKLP
CRFR2-BP ag = CRF-BP/CRF-R2 complex agonism; activation, % at 13.2 µM; HEK293 CRF-R2/CRF-BP, calcium dye fluorescence (FLIPR); percent of saturating CRF peptide response; 350,000 tested, 0.46% active;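 active = activation of at least 50%, plus an integration ratio under a set limit after plate pattern correction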;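 also: plate controls were neutral control wells without compound for no effect and CRF at EC100 for full effect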
CHRM4 agonist = CHRM4 agonism in calcium assay; 360,000 tested, 0.14% active; CHO-K1 hM4/Gqi5, Fluo-8 calcium fluorescence; vehicle 0%, full acetylcholine response 100%; AID 624127; activation, % at 3 µM;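 active = activation above the run mean over all test wells plus 3 SD, cut at about 32% in these data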;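 also: peak over basal fluorescence ratio per well then scaled between controls; 0% = DMSO wells and 100% = acetylcholine at EC100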
IDE inh = inhibitors of human insulin-degrading enzyme in cells | P14735 | HEK cells, FAbetaB cleavage, fluorescence polarization | inhibition, % at 5.59 µM | 320,000 tested, 0.41% active | AID 434962;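 active = percent inhibition above the average of all tested compounds plus 3 SD, set per screening campaign, cut at about 16% in these data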;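 also: IDE supplied by intact live HEK cells; FP after avidin binding of uncleaved biotin substrate so inhibition keeps polarization high; 0% = DMSO wells and 100% = 60 µM reference IDE inhibitor Ii1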
CHRM5 agonist = agonists of human muscarinic M5 receptor (CHRM5); P08912; activation, % at 3 µM; CHO-K1 hM5 cells, Fluo-8 calcium fluorescence; 0% DMSO wells, 100% maximal acetylcholine response; AID 624037; 360,000 tested, 0.19% active;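 active = activation above the run's mean over test compounds plus 3 SD, cut at about 23% in these data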;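 also: signal is peak over basal fluorescence ratio across the kinetic read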
M5 PAM = potentiates acetylcholine response at human M5 receptor | P08912 | CHO-K1 hM5, Fluo-8 calcium, ACh EC20 PAM; 0% = ACh EC20, 100% = ACh EC100 | activation, % at 3 µM | 360,000 tested, 0.3% active | AID 624038;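 active = activation above the run cutoff, the mean activation of all test compounds plus 3 SD, cut at about 18% in these data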
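Assay system: CHO-K1 hM5 cells / Incubation: Fluo-8 loading 80 min at 37 °C plus 30 min room temperature / Technique: Fluo-8 calcium dye fluorescence, kinetic read / Repeats: single replicate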
Starred values were filed as active, the others as inactive; nt = not tested or not shown; & = joins results of further samples.

CHRM4 antagonist,CRFBP-R2 block,CHRM4 PAM,M5 antag,CRFR2-BP ag,CHRM4 agonist,IDE inh,CHRM5 agonist,M5 PAM,smiles
-16,0,5,-6,-0.2,0,1,1,8,Cn1c(Cn2c(=O)sc3ccccc32)nnc1SCC(=O)NCc1ccc(F)cc1
7,20,-17,11,-0.7,0,-4,4,-5,O=C1CC(C(=O)N2CCC(N3CCC(C(=O)NC4CC4)CC3)CC2)c2ccccc21 (configuration not stated)
-4,-2,8,-4,-0.4,0,3,1,7,CSc1ccccc1NC(=O)COC(=O)c1cnc(C)cn1
-5,14,9,3,-1.6,-2,3,-2,5,Cc1cc(Nc2ccc3c(c2)OCCO3)n2nc(C)nc2n1
-5,-2,0,-4,-1.3,1,-2,4,0,COc1ccccc1NC(=O)N1CCCC1C(=O)NCc1ccccc1F (configuration not stated)
-1,26,5,-1,0.5,1,nt,-1,-3,Cc1cccc(NC(=O)CN2CCN(C(=O)c3ccc(-c4nc5ccccc5s4)o3)CC2)c1C
0,33,11,-6,-2.0,1,1,2,9,CC(C)C(=O)NC(C)C(c1cccs1)N1CCOCC1 (configuration not stated)
1,-3,-9,2,2.8,2,2,-5,-22,O=C(NC1CCN(Cc2ccccc2)CC1)C1CCN(c2nnc(-n3cccc3)s2)CC1
3,-2,-7,2,3.7,0,nt,3,-4,CC(=O)OCC1=C(C(=O)O)N2C(=O)[C@@H](NC(=O)Cc3ccccc3)[C@H]2SC1
3,-7,0,8,-2.6,2,-2,2,-3,COc1ccc2c(c1)OC[C@H]1[C@@H]2N2C(=O)CNC(=O)[C@@]2(C)[C@H]1c1ccccc1
6,13,-8,3,-0.6,0,2,-1,-3,O=c1cc(CN2CCN(c3cccc(Cl)c3)CC2)c2cc3c(cc2o1)CCCC3
8,23,-4,7,0.0,0,-1,-2,-6,Cc1nnc(SCc2ccc([N+](=O)[O-])cc2)o1
8,-5,-2,-2,0.0,0,2,-2,-1,CC(=C1C2C=CC1C1C(=O)NC(=O)C21)c1ccccc1 (configuration not stated)
-6,-3,18,-9,-1.2,1,4,0,9,C=CCN1C(=O)C2C3C=CC(C2C1=O)C1C2C(=O)N(CC=C)C(=O)C2C31 (configuration not stated)
-5,9,-4,7,-1.2,3,0,-2,-1,CCn1c(Cc2ccccc2)nnc1SCC(=O)Nc1ccc(S(N)(=O)=O)cc1
-8,nt,-5,-2,nt,13,nt,5,-6,O=C(NCc1cccs1)c1cccc2c(-c3cccnc3)coc12
7,-9,1,2,-0.9,0,0,-3,-7,CCOC(=O)c1nc(Nc2ccc(C(=O)O)cc2)c2ccccc2n1
-7,5,2,3,-1.4,1,-1,-2,-3,COc1ccccc1NC(=O)CS(=O)(=O)c1cccc2nsnc12
-7,8,0,0,-2.5,2,5,-2,1,Cc1ccc(S(=O)(=O)N(C)CCCC(=O)NC(C)(C)C)cc1
14,nt,-9,11,nt,2,nt,-3,-16,CCCCCc1c(-c2ccc(F)cc2)ncn1CCc1ccccc1OC
-8,13,14,1,4.5,0,0,1,5,COCCNC(=O)C1CC2Cn3c(nc4cc(C)c(C)cc43)C2N1C (configuration not stated)
-2,-23,-2,-1,-0.4,2,3,0,10,Cc1cccc(CC(=O)Nc2sc(C(C)C)cc2C(=O)N2CCOCC2)c1
9,-4,-3,-4,-0.4,3,nt,0,5,CC(NC(=O)c1ccccc1)C(=O)OCC(=O)Nc1cccc(S(=O)(=O)N2CCCC2)c1 (configuration not stated)
0,-5,-1,-2,-0.9,0,-2,-2,-5,Cc1cc(C)n(Cc2nc3ccccc3n2C)n1
-12,-4,17,-15,1.9,3,5,0,6,C/C(CC(=O)Nc1cc(C)ccn1)=N\NC(=O)c1ccccc1C
2,-6,-6,-5,-1.2,4,-10,-2,6,CC(=O)Nc1ccc(NC(=O)CN(C)S(=O)(=O)c2ccc3ccccc3c2)cc1
2,12,-3,-2,-2.8,4,8,-8,1,CCOC(=O)Cc1csc(NC(=O)c2cc(OC)cc(OC)c2)n1
5,nt,-1,1,nt,1,nt,-6,2,O=C(NC1CCCC1)C1c2ccccc2OCC(=O)N1CC(F)(F)F (configuration not stated)
6,nt,-5,11,nt,1,nt,-2,-7,COC(=O)c1cc(=O)nc(NN=Cc2ccc(C)cc2)s1
6,-8,-2,-2,3.9,-1,-1,-5,4,Cc1cc2oc(=O)cc(CN(C)Cc3ccccc3)c2cc1C(C)C
-1,12,8,8,-1.7,2,10,-5,-1,Cc1cc(F)c(F)c(C(=O)N2CCOCC2)c1
8,7,3,15,-0.9,0,3,-5,-6,COc1cccc(CNC(=O)CCC2CCCN(C3CCOCC3)C2)c1 (configuration not stated)
3,3,-3,-3,-0.1,-2,2,-4,0,Clc1ccc(SCc2cc(-c3ccccc3)no2)cc1
8,-8,-3,2,-1.3,0,1,0,1,O=C(CN(C(=O)c1csnn1)c1ccc(F)c(Cl)c1)NC1CCCC1
3,-7,0,0,-6.2,0,0,1,-1,CCOC(=O)c1cccc(NC(=O)CSc2nnc(C3CCCCC3)n2CC)c1
-5,-1,6,-3,-1.4,3,3,-2,6,CCN(CC(=O)Nc1c(F)cccc1F)C(=O)CNC(=O)c1ccc2ccccc2c1
-5,-46,-2,0,14,3,1,8,-15,CCOC(=O)c1c(-c2ccc(OC)cc2)csc1/N=C/C1C(=O)CCCC1=O
-21,7,3,5,-0.6,8,nt,-1,0,Cc1ccc(C)c(OCC(=O)OCc2csc(CC(=O)Nc3ccccc3C)n2)c1
5&-7,-14&-25,-3&2,4&1,-5.9&-0.5,3&2,13&1,0&1,-5&-9,CC(=O)Nc1nc(C)c(-c2csc(Nc3ccccn3)n2)s1
-4,-13,7,5,21,5,-3,0,-5,Fc1ccc(Nc2nc(N3CCOCC3)c3ccccc3n2)cc1

In a second layout: entries from further up.
SMILES | CHRM4 antagonist | CRFBP-R2 block | CHRM4 PAM | M5 antag | CRFR2-BP ag | CHRM4 agonist | IDE inh | CHRM5 agonist | M5 PAM
Cc1cc(F)c(F)c(C(=O)N2CCOCC2)c1 | -1 | 12 | 8 | 8 | -1.7 | 2 | 10 | -5 | -1
COc1cccc(CNC(=O)CCC2CCCN(C3CCOCC3)C2)c1 (configuration not stated) | 8 | 7 | 3 | 15 | -0.9 | 0 | 3 | -5 | -6
Clc1ccc(SCc2cc(-c3ccccc3)no2)cc1 | 3 | 3 | -3 | -3 | -0.1 | -2 | 2 | -4 | 0

Later entries.
CHRM4 antagonist,CRFBP-R2 block,CHRM4 PAM,M5 antag,CRFR2-BP ag,CHRM4 agonist,IDE inh,CHRM5 agonist,M5 PAM,smiles
3,11,1,4,1.5,1,5,-4,6,CSCCC(N=C(NS(=O)(=O)c1ccccc1)c1ccccc1)C(=O)O (configuration not stated)
-14,38,6,-4,8.8,-1,5,-2,2,COC(=O)c1cc(=O)n(Cc2ccco2)c(=Nc2ccc(F)c(Cl)c2)s1
3,-3,1,-5,-1.4,1,-3,-5,0,COc1ccc(NC(=O)CN2CCN(CC(=O)Nc3ccc4c(c3)OCO4)CC2)cc1
-1,8,5,-3,0.2,0,5,7,15,Cc1ccc(C(=O)Cn2cncn2)cc1
-9,-2,5,4,1.2,4,2,-1,-11,Cc1ccc(S(=O)(=O)N2CCN(C(=O)CSc3nnc(-c4ccco4)o3)CC2)cc1
6,8,-2,2,-0.6,0,-8,-1,-1,CC(C)c1c(O)nc(SCCN(C)C)[nH]c1=O
0,-11,2,-3,1.1,5,2,-2,-5,COc1c(C)cccc1C(=O)Nc1ccc(N2CCOCC2)c(Cl)c1
14,-41,-4,-18,-1.9,4,-4,5,-2,CCc1cccc(OCC(O)Cn2c(N3CCCCC3)nc3c2c(=O)[nH]c(=O)n3C)c1 (configuration not stated)
-9,12,7,-11,-0.1,nt,-1,-1,7,Cc1ccnc(NS(=O)(=O)c2ccc(NC(=O)c3ccc(S(=O)(=O)N(C)C)cc3)cc2)n1
-4,2,2,3,-0.8,0,5,0,-1,c1ccc(-c2nn3c(C4CCCCC4)nnc3s2)cc1
5,11,10,5,-0.4,1,17*,-1,-1,CCOC(=O)c1c(C)[nH]c(C(=O)COC(=O)CNC(=O)c2ccccc2Cl)c1C
-5,10,3,-2,-0.7,1,-1,-1,-3,CN(C)CCCN1C(=O)c2cc3ccccc3cc2C1=O
6,0,-7,-3,-1.5,2,10,-1,0,CC(C)COC(=O)c1ccc(NC(=O)C2C3CCC(C3)C2C(=O)O)cc1 (configuration not stated)
0,-4,2,-2,-2.8,1,2,-1,6,Cc1ccc2[nH]c(O)c(N=NC(=O)C3CC3c3ccccc3)c2c1Br (configuration not stated)
4,-3,7,1,-2.3,0,7,3,6,CC(=O)N(C)c1ccc(NC(=S)Nc2ccccc2)cc1
4,2,0,9,1.8,0,1,-4,-5,O=C(O)c1ccc(C(=O)C(=O)c2ccccc2)cc1
3,-8,2,5,-3.0,1,2,-3,2,O=C(ONC1=NCCCCC1)c1ccc(Cl)cc1
-1,-11,2,-5,-0.1,2,3,-3,0,CC(C)(C)OC(=O)N/N=C/c1ccc(Br)cc1
11,-4,-4,7,-1.1,0,-2,-1,6,CC(C)NC(=O)C1(S(=O)(=O)c2ccccc2)CC=CC1
-11,33,5,5,-1.2,-2,6,1,7,CC(=O)Nc1ccc(S(=O)(=O)Nc2cccc(C(=O)Nc3ccccc3C(=O)O)c2)cc1
-6,14,-4,6,0.5,1,10,-13,-1,CC(C)OC(=O)Cn1nc(C(c2ccccc2)c2ccccc2)oc1=O
10,16,-2,-2,2.3,1,3,-2,0,CS(=O)(=O)N1CCN(c2ccc([N+](=O)[O-])c(NCc3ccc(Cl)cc3)c2)CC1
2,3,-4,2,-0.4,3,7,5,-6,Cc1nn(C)cc1CNC(=O)c1cc2n(n1)C(C(F)(F)F)CC(c1cccs1)N2 (configuration not stated)
0,3,2,3,-4.5,1,-2,-1,1,COc1cc(S(=O)(=O)Nc2ccccc2N2CCCCC2)ccc1NC(C)=O
5,-7,-4,0,-1.4,1,1,0,-4,Cc1nc2c(c(C)c1C#N)C(=O)c1ccccc1-2
-8,-8,0,-6,-2.3,1,3,2,0,Cc1cc(=O)[nH]c(N2CCOCC2)n1
12,21,-5,0,-1.8,-1,0,-1,-1,S=c1[nH]nc(-c2ccccn2)n1/N=C/c1ccccc1
6,-10,-3,-1,0.0,2,4,-1,-2,O=C(NCc1cccs1)C(=O)NCC1OCCCN1S(=O)(=O)c1ccccc1 (configuration not stated)
3,-13,-12,5,0.8,4,-5,0,-7,COc1cc(CN2CCCC(C(=O)c3ccc(C(C)(C)C)cc3)C2)cc(OC)c1O (configuration not stated)
0,0,0,4,1.2,1,-3,0,0,CCN(CC(=O)NCCCN1CCOCC1)S(=O)(=O)c1cc(Cl)ccc1Cl
-1,-4,-4,16,-2.3,0,4,-1,-3,S=C(N/N=C/c1ccc(Cl)c(Cl)c1)Nc1ccccc1Cl
-17,7,6,-5,-0.3,0,2,0,7,Cc1ccc(C(=O)N(C)CC(=O)Nc2ccc(F)c(F)c2F)o1
-11,-41,0,4,5.4,1,3,0,-5,COC(=O)c1cc(=O)n(CCc2ccc(OC)c(OC)c2)c(=Nc2ccc(F)c(Cl)c2)s1
-1,8,5,2,-2.4,4,-3,0,-1,CCn1c(=O)n(CC)c2cc(S(=O)(=O)Nc3ccccc3C)c(C)cc21
-8,-16,3,-9,5.0,3,-1,-3,1,C(=N\Nc1nc2ccccc2s1)/c1ccc2c(c1)OCO2
0,1,1,-12,-0.6,1,8,0,12,CC1(C)CC(=O)C=C(NC2CCCCC2)C1
